High-throughput results from PubChem BioAssay.
Mtb BioA inh = BioA (M. tuberculosis) enzyme inhibition; purified M. tuberculosis BioA enzyme, plate reader; inhibition, % at 9.99 µM; 360,000 tested, 0.096% active; AID 602481; in the data active = inhibition above about 40%
* = called active by the depositor. This is a subset. The share of hits here may be higher or lower than overall.

SMILES	Mtb BioA inh
COc1cccc(S(=O)(=O)Nc2ccc3c(c2)[C@H]2C[C@H](CC(=O)NCc4cccc(F)c4)O[C@H](CO)[C@H]2O3)c1	0.8
CN1C(=O)c2cc(NC(=O)c3cccc(F)c3)ccc2OC[C@H]2O[C@@H](CC(=O)N3CCc4ccccc4C3)CC[C@H]21	11.6
CC(C)NC(=O)N(C)C[C@@H]1OCCCC[C@@H](C)Oc2ccc(NC(=O)Nc3ccccc3)cc2C(=O)N([C@H](C)CO)C[C@@H]1C	0.2
CNC(=O)C[C@@H]1CC[C@@H]2[C@H](COc3ccc(NC(=O)Nc4ccc(Cl)cc4)cc3C(=O)N2C)O1	3.3
CO[C@@H]1CC[C@@H]2CCN(C)C(=O)[C@@H](C)CN(C)C(=O)c3cccc(C#N)c3OC[C@@H]1O2	-0.3
CC(C)NC(=O)N(C)C[C@H]1Oc2ccc(NC(=O)CCC(F)(F)F)cc2CC(=O)N([C@@H](C)CO)C[C@@H]1C	1.1
C[C@@H]1CCCCO[C@@H](CN(C)S(=O)(=O)c2ccc(F)cc2)[C@H](C)CN([C@@H](C)CO)C(=O)c2cc(NC(=O)C3CCCCC3)ccc2O1	-1.1
C=CCOC(=O)[C@H]1[C@@H]2C(=O)O[C@@H](c3ccccc3)[C@@H](c3ccccc3)N2[C@@H](c2ccc(OCCOC(=O)[C@H]3C[C@H]4C(=O)NCC(=O)N4[C@H]3c3ccc(O)cc3)cc2)[C@]12C(=O)Nc1ccccc12	-3.8
CC(C)C(=O)Nc1ccc2c(c1)C(=O)N(C)[C@@H]1CC[C@H](CC(=O)N[C@H](C)c3ccccc3)O[C@H]1CO2	-2.1
C[C@@H]1CN([C@H](C)CO)C(=O)c2cccc(NC(=O)c3ccncc3)c2O[C@@H]1CN(C)C	-0.2
C[C@H](CO)N1C[C@H](C)[C@H](CN(C)C(=O)Nc2ccc(F)cc2)Oc2ncc(-c3cccc(F)c3)cc2C1=O	0.5
CN(C)C(=O)c1ccc(-c2ccc([C@@H]3[C@@H](C#N)N(C(=O)Nc4ccccc4F)[C@H]3CO)cc2)cc1	-1.9
Cc1ccc(S(=O)(=O)Nc2cccc3c2O[C@@H](CN(C)CC2CCCCC2)[C@H](C)CN([C@@H](C)CO)C3=O)cc1	-1.1
COc1ccc(S(=O)(=O)Nc2ccc3c(c2)C(=O)N([C@H](C)CO)C[C@@H](C)[C@@H](CN(C)C(=O)Nc2cccc4ccccc24)O3)cc1	1.2
C[C@@H]1CN([C@H](C)CO)C(=O)c2cc(NS(=O)(=O)c3ccc(Cl)cc3)ccc2O[C@@H](C)CCCCO[C@@H]1CN(C)C(=O)c1ccncc1	-1.3
CC(C)NC(=O)N[C@@H]1CC[C@@H](CCn2cc(-c3ccccc3)nn2)O[C@@H]1CO	1.4
C[C@H]1CN([C@@H](C)CO)C(=O)c2cc(-c3cncnc3)cnc2O[C@H]1CN(C)Cc1ccc(Oc2ccccc2)cc1	0.3
Cc1noc(C)c1NC(=O)N[C@@H]1CC[C@@H](CCNC(=O)C2CCCCC2)O[C@@H]1CO	1.8
COc1ccc(NC(=O)Nc2cccc3c2O[C@@H](CN(C)C(=O)Nc2ccc(OC)cc2)[C@@H](C)CN([C@H](C)CO)C3=O)cc1	3.7
CO[C@@H]1CC[C@@H]2CCOc3ccc(C#N)cc3C(=O)N(C)CCCC(=O)N(C)C[C@@H]1O2	-2.0
C[C@@H]1CN([C@H](C)CO)C(=O)c2cccc(NS(C)(=O)=O)c2O[C@@H]1CN(C)Cc1ccc(C(=O)O)cc1	-2.7
CCCC#Cc1ccc2c(c1)O[C@H](CN(C)C(=O)c1cnccn1)[C@H](C)CN([C@@H](C)CO)S2(=O)=O	0.2
CN1CCN(C(=O)C[C@@H]2C[C@@H]3c4cc(NC(=O)Nc5ccc(F)cc5)ccc4O[C@@H]3[C@@H](CO)O2)CC1	0.4
CCCC(O)C#Cc1cnc2c(c1)C(=O)N([C@H](C)CO)C[C@H](C)[C@H](CN(C)S(=O)(=O)c1ccc(C)cc1)O2 (some centres not stated)	-1.8
CCCN1C[C@@H](C)[C@@H](OC)CN(C)C(=O)c2ccc(NC(=O)C3CCC3)cc2OC[C@@H]1C	1.4
C[C@@H]1CN([C@@H](C)CO)C(=O)Cc2cc(NS(=O)(=O)c3cn(C)cn3)ccc2O[C@@H]1CN(C)Cc1ccc(C(=O)Nc2ccccc2N)cc1	-0.7
C[C@@H]1CN([C@@H](C)CO)S(=O)(=O)c2ccc(C#CCN(C)C)cc2O[C@H]1CN(C)Cc1ccccc1	5.3
C[C@H]1CN([C@@H](C)CO)C(=O)c2cccc(N(C)C)c2O[C@@H]1CN(C)C(=O)Nc1ccc(C(F)(F)F)cc1	-1.4
CC(C)NC(=O)Nc1ccc2c(c1)C(=O)N([C@H](C)CO)C[C@H](C)[C@H](CN(C)Cc1ccc(C(=O)O)cc1)O2	-1.3
COc1ccc(S(=O)(=O)N(C)C[C@@H]2Oc3ccc(NC(=O)Nc4ccc(C(F)(F)F)cc4)cc3CC(=O)N([C@H](C)CO)C[C@@H]2C)cc1	-1.5
C[C@H]1CN([C@@H](C)CO)C(=O)c2cccc(NC(=O)NC3CCCCC3)c2O[C@@H]1CN(C)C(=O)NC1CCCCC1	0.9
COc1ccc(NC(=O)Nc2ccc3c(c2)C(=O)N([C@H](C)CO)C[C@H](C)[C@@H](CN(C)CC2CCCCC2)OCCCC[C@@H](C)O3)cc1	-0.6
C[C@@H]1CN([C@@H](C)CO)C(=O)c2cccc(NC(=O)C3CCCCC3)c2O[C@H]1CN(C)CC1CC1	-0.6
C[C@@H]1CN([C@@H](C)CO)C(=O)Cc2cc(NC(=O)C3CC3)ccc2O[C@@H]1CN(C)S(C)(=O)=O	-0.3
C[C@@H]1CN([C@H](C)CO)C(=O)c2cccc(NS(=O)(=O)c3ccc(Cl)cc3)c2O[C@H]1CN(C)C	-3.6
CC(C)NC(=O)N(C)C[C@H]1Oc2c(NC(=O)Nc3ccc(F)cc3)cccc2C(=O)N([C@H](C)CO)C[C@H]1C	-2.6
O=C(NCCc1ccncc1)[C@H]1[C@H](CO)[C@H]2Cn3c(ccc(-c4ccccc4)c3=O)[C@@H]1N2	0.7
C[C@H]1CN([C@@H](C)CO)C(=O)c2cc(NS(=O)(=O)c3ccc(F)cc3)ccc2O[C@H]1CN(C)Cc1ccc(C(=O)Nc2ccccc2N)cc1	-3.0
CC(C)NC(=O)N(C)C[C@H]1Oc2cc(-c3ccccc3)ccc2S(=O)(=O)N([C@@H](C)CO)C[C@H]1C	-0.1
O=C(NCC[C@@H]1CC[C@@H](NS(=O)(=O)c2ccc(Cl)cc2)[C@H](CO)O1)c1ccccc1F	5.4
C[C@@H]1CN([C@@H](C)CO)C(=O)c2cc(NS(=O)(=O)c3ccc(Cl)cc3)ccc2O[C@H]1CN(C)Cc1ccc(C(=O)O)cc1	1.5
COc1ccc(NC(=O)N[C@H]2CC[C@H](CCNC(=O)CCN3CCCCC3)O[C@H]2CO)cc1	2.7
Cc1noc(C)c1NC(=O)N(C)C[C@@H]1OCCCC[C@@H](C)Oc2ccc(NC(=O)c3ccncc3)cc2C(=O)N([C@@H](C)CO)C[C@H]1C	-1.8
C[C@@H]1CN([C@@H](C)CO)C(=O)Cc2cc(NC(=O)NC3CCCCC3)ccc2O[C@H]1CN(C)CC1CC1	-6.9
CC(C)NC(=O)N(C)C[C@@H]1Oc2c(NS(=O)(=O)c3ccccc3)cccc2C(=O)N([C@H](C)CO)C[C@@H]1C	3.1
CN(C)C(=O)C[C@H]1CC[C@@H]2[C@H](COc3ccc(NC(=O)Nc4cccc(Cl)c4)cc3C(=O)N2C)O1	8.2
C[C@@H]1CCCCO[C@@H](CN(C)C(=O)Nc2ccccc2)[C@@H](C)CN([C@H](C)CO)C(=O)c2cc(NC(=O)CCCCCC(=O)Nc3ccccc3N)ccc2O1	3.4
COc1cccc(C#Cc2ccc3c(c2)O[C@H](CN(C)C(=O)CN2CCOCC2)[C@@H](C)CN([C@@H](C)CO)S3(=O)=O)c1	-1.0
O=C(C[C@@H]1CC[C@@H]2[C@H](COC[C@@H](O)CN2C(=O)Cc2ccccc2)O1)NC1Cc2ccccc2C1	-2.3
C[C@H](NC(=O)C[C@@H]1C[C@H]2c3cc(NS(C)(=O)=O)ccc3O[C@H]2[C@H](CO)O1)c1ccccc1	2.4
New compounds follow
SMILES	Mtb BioA inh
C[C@@H]1CN([C@H](C)CO)C(=O)Cc2cc(NS(C)(=O)=O)ccc2O[C@H]1CN(C)S(=O)(=O)c1cccs1	2.9
C[C@H](O)C#Cc1ccc2c(c1)O[C@H](CN(C)Cc1ccccn1)[C@H](C)CN([C@@H](C)CO)S2(=O)=O	0.0
COC(=O)C[C@@H]1CC[C@H]2[C@H](COc3ccc(NS(=O)(=O)c4ccc(F)cc4)cc3C(=O)N2C)O1	0.0
COC(=O)C[C@H]1CC[C@@H]2[C@@H](COc3ccc(NC(=O)Nc4cccc(C#N)c4)cc3C(=O)N2C)O1	1.9
CC(C)CC#Cc1ccc([C@H]2[C@@H](CO)N3CCCCN(C(=O)NC4CCCC4)C[C@@H]23)cc1	3.5
C[C@H](CO)N1C[C@H](C)[C@@H](CN(C)C(=O)Nc2cccc3ccccc23)OCCCC[C@H](C)Oc2ccc(NC(=O)Nc3ccccc3)cc2C1=O	-0.3
CCCC#Cc1ccc([C@H]2[C@@H](C#N)N(C(=O)C3CCCC3)[C@@H]2CO)cc1	-5.5
C[C@H](CO)N1C[C@H](C)[C@@H](CN(C)S(=O)(=O)c2cn(C)cn2)Oc2ccc(NC(=O)Nc3cccc4ccccc34)cc2CC1=O	-2.5
O=S(=O)(N[C@H]1CC[C@H](CCn2cc(-c3cccc(F)c3)nn2)O[C@@H]1CO)c1ccc(F)cc1	5.5
COc1ccc(NC(=O)Nc2ccc3c(c2)C(=O)N([C@@H](C)CO)C[C@@H](C)[C@@H](CN(C)S(=O)(=O)c2ccc(F)cc2)O3)cc1	3.1
C[C@@H]1CN([C@H](C)CO)C(=O)Cc2cc(NC(=O)CCCN(C)C)ccc2O[C@@H]1CN(C)S(=O)(=O)c1ccccc1	4.2
O=C(C[C@H]1C[C@H]2c3cc(NS(=O)(=O)c4ccc(F)cc4)ccc3O[C@H]2[C@H](CO)O1)NCCc1ccccc1	-0.3
O=C(Nc1ccc2c(c1)[C@@H]1C[C@@H](CC(=O)N3CCOCC3)O[C@H](CO)[C@@H]1O2)c1ccc2c(c1)OCO2	3.1
CC(C)C#Cc1ccc2c(c1)O[C@H](CN(C)C(=O)Cc1ccccn1)[C@@H](C)CN([C@H](C)CO)S2(=O)=O	1.1
CN1[C@H](C(=O)N2CCc3ccccc3C2)[C@@H](CO)[C@@H]2Cn3c(ccc(-c4cncnc4)c3=O)[C@@H]21	0.1
C[C@H](O)C#Cc1ccc2c(c1)O[C@H](CN(C)C)[C@@H](C)CN([C@H](C)CO)S2(=O)=O	-1.9
O=C(Nc1ccc2c(c1)OCO2)N[C@H]1CC[C@H](CCNC(=O)C2CCC2)O[C@@H]1CO	5.6
O=C(C[C@@H]1CC[C@H]2[C@@H](COC[C@H](O)CN2Cc2cc(F)ccc2F)O1)NCc1ccc(Oc2ccccc2)cc1	1.1
C[C@@H]1CN([C@H](C)CO)C(=O)c2cc(NC(=O)CCC(F)(F)F)ccc2O[C@H]1CN(C)S(=O)(=O)c1cccs1	3.6
C[C@H](NC(=O)N(C)C[C@@H]1OCc2ccccc2-c2c(n(C)c3ccccc23)C(=O)N([C@@H](C)CO)C[C@H]1C)c1ccccc1	3.3
CC=Cc1ccc2n(c1=O)C[C@H]1[C@H](CO)[C@@H](C(=O)N[C@@H](C)c3ccccc3)[C@@H]2N1Cc1ccncc1 (mixture of isomers)	-1.2
O=C(N[C@H]1CC[C@@H](CCNS(=O)(=O)c2ccc(Cl)cc2)O[C@H]1CO)c1cnccn1	-3.1
CCC(=O)N(C)C[C@@H]1Oc2cc(C#Cc3cccnc3)ccc2S(=O)(=O)N([C@@H](C)CO)C[C@@H]1C	-0.7
C[C@H]1CN([C@@H](C)CO)S(=O)(=O)c2ccc(C3=CCCCC3)cc2O[C@H]1CN(C)Cc1ccccc1F	2.3
O=C(NCC[C@@H]1CC[C@@H](NS(=O)(=O)c2cccc(F)c2)[C@@H](CO)O1)C1CCCCC1	-2.8
C[C@@H]1CCCCO[C@@H](CN(C)C(=O)Cc2ccccc2)[C@H](C)CN([C@@H](C)CO)C(=O)c2cc(NS(=O)(=O)c3ccc(F)cc3)ccc2O1	1.4
CN(C)CC#Cc1ccc([C@@H]2[C@H]3CN(C(=O)Nc4ccccc4F)CCCCN3[C@H]2CO)cc1	-0.2
CCC(=O)N(C)C[C@@H]1Oc2ncc(-c3ccc(C#N)cc3)cc2C(=O)N([C@@H](C)CO)C[C@@H]1C	-3.6

Three entries picked at random from those above, as already listed:
SMILES	Mtb BioA inh
O=C(NCC[C@@H]1CC[C@@H](NS(=O)(=O)c2cccc(F)c2)[C@@H](CO)O1)C1CCCCC1	-2.8
CCC(=O)N(C)C[C@@H]1Oc2cc(C#Cc3cccnc3)ccc2S(=O)(=O)N([C@@H](C)CO)C[C@@H]1C	-0.7
C[C@@H]1CCCCO[C@@H](CN(C)C(=O)Cc2ccccc2)[C@H](C)CN([C@@H](C)CO)C(=O)c2cc(NS(=O)(=O)c3ccc(F)cc3)ccc2O1	1.4

5 entries already listed, sorted by count of non-hydrogen atoms, smallest number first.
SMILES	Mtb BioA inh
O=C(N[C@H]1CC[C@@H](CCNS(=O)(=O)c2ccc(Cl)cc2)O[C@H]1CO)c1cnccn1	-3.1
CCC(=O)N(C)C[C@@H]1Oc2ncc(-c3ccc(C#N)cc3)cc2C(=O)N([C@@H](C)CO)C[C@@H]1C	-3.6
CCC(=O)N(C)C[C@@H]1Oc2cc(C#Cc3cccnc3)ccc2S(=O)(=O)N([C@@H](C)CO)C[C@@H]1C	-0.7
C[C@H]1CN([C@@H](C)CO)S(=O)(=O)c2ccc(C3=CCCCC3)cc2O[C@H]1CN(C)Cc1ccccc1F	2.3
C[C@@H]1CCCCO[C@@H](CN(C)C(=O)Cc2ccccc2)[C@H](C)CN([C@@H](C)CO)C(=O)c2cc(NS(=O)(=O)c3ccc(F)cc3)ccc2O1	1.4
